Source: PubChem BioAssay
TDP2 inh – TDP2 (human) inhibition, absorbance primary screen | AID 720702 | inhibition, % at 12.8 µM | recombinant TDP2, T5PNP hydrolysis, p-nitrophenol absorbance 415 nm | O95551 | 370,000 tested, 0.34% active;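 active means inhibition above the mean of all tested compounds plus 3 SD, set per campaign, cut at about 25% in these data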;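 further: 0% = DMSO with enzyme and 100% = buffer with substrate but no TDP2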
Target sequence (O95551 whole entry, looked up): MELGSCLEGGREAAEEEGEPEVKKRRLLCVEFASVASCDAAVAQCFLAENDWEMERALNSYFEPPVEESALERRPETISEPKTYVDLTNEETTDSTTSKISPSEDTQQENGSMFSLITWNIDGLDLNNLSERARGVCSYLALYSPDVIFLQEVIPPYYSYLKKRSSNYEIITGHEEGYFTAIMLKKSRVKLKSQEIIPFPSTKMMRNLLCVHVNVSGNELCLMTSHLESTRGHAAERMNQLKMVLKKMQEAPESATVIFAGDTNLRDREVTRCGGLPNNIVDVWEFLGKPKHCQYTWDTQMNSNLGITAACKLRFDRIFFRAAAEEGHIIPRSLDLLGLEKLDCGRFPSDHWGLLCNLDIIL
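System: recombinant human TDP2 / Amount: 120 nM TDP2 per well / Also added: 5 mM T5PNP chromogenic substrate / Doses: 12.8 µM single point, 1% DMSO / Incubation: 2 h at 37 °C / Detection: p-Nitrophenol epi absorbance / Evaluation: % inhibition relative to enzyme-containing and enzyme-free wells / Repeats: singlicate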
DDE Tn7 FP inh – disrupts Tn7 cyclic peptide binding to fibrin D-Dimer-E complex; FP displacement of FITC-Tn7 peptide from fibrin DD(E); 0% = median of compound wells per plate; inhibition, % at 8.3 µM; P02675; 370,000 tested, 0.13% active;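 active means inhibition above the mean of compounds falling within the control limits plus 3 SD of them, cut at about 14% in these data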;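 further: 0% = plate median of compound wells and 100% = 10 µM Aha-Tn7 peptide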
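Also added: labelled Tn7 tracer, 0.1 µM; Assay system: human fibrin DD(E) protein; Amount: 2 µM fibrin DD(E); Schedule: 10 min compound pre-incubation, 3 h probe incubation at room temperature; Repeats: one replicate per compound; Read-out basis: percent inhibition; Measured by: fluorescence polarization of the labelled Tn7 tracer.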
PLC-gamma1 inh – blocks human PLC-gamma1 enzyme activity | 370,000 tested, 0.84% active | purified PLC-gamma1, fluorogenic substrate, fluorescence | inhibition, % at 12.2 µM; in the data active means inhibition above about 9.5%
ARFGAP1 inh – inhibitors of rat ARFGAP1; AID 651572; 360,000 tested, 0.26% active; inhibition, % at 16.5 µM; Arfgap1-stimulated ARF1 GTP hydrolysis, GDP FP detection;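 active means inhibition above a per-plate limit, mean inhibition of low control wells plus 3 SD, cut at about 25% in these data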;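 further: 0% = DMSO wells with enzyme and 100% = wells lacking Arfgap1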
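Assay system: Rat Arfgap1 GAP domain (His6, aa 1-136), purified enzyme | Buffer or medium: HEPES 25 mM pH 7.5, NaCl 150 mM, MgCl2, DTT | Schedule: GTP hydrolysis reaction 2 h at 25 °C | Signal: FP of antibody-bound GDP Alexa 633 tracer, ex 620/em 688 nm | Measure: Percent inhibition of Arfgap1-stimulated GTP hydrolysis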
ADAM17 inh – ADAM17 inhibition, QFRET primary screen; recombinant ADAM17, EDANS/DABCYL FRET peptide cleavage; 370,000 tested, 0.83% active; inhibition, % at 6.95 µM; P78536; AID 720648;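 active means inhibition above the mean of compounds lying between control limits plus 3 SD, set per campaign, cut at about 8.5% in these data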;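 further: 0% = DMSO-only wells as the low control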
Target sequence (P78536 215-824 limits assumed): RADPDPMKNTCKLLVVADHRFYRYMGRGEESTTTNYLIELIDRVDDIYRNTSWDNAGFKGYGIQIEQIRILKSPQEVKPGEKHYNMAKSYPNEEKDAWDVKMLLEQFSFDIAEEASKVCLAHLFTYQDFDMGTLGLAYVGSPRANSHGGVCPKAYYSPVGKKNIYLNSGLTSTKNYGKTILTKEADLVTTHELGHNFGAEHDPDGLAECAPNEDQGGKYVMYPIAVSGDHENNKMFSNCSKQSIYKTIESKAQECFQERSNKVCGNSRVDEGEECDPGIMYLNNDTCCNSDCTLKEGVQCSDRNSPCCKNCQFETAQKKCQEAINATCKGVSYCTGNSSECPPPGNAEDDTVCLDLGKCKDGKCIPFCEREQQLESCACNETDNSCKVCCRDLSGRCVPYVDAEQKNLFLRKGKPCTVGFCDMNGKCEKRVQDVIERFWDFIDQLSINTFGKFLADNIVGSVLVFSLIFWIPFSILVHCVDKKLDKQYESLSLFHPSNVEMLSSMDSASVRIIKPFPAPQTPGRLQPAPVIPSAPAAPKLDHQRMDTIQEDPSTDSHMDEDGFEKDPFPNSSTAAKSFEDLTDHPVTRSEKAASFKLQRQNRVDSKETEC
DDE Tn6 FP inh – DD(E)-Tn6 binding inhibition, primary FP screen; 370,000 tested, 0.21% active; Fibrin DD(E) TRITC-Tn6 fluorescence polarization displacement; AID 720509; inhibition, % at 8.3 µM;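 active means inhibition above a per-campaign cutoff: mean of compounds within control limits plus 3 SD, cut at about 15% in these data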;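 further: 0% = median of all compound wells on the plate and 100% = blocking peptide control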
ADAM10 inh – inhibits human ADAM10 | recombinant ADAM10, EDANS/DABCYL FRET peptide cleavage, 3 h | inhibition, % at 7 µM | 370,000 tested, 0.62% active;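 active means inhibition above a per-campaign cutoff equal to the mean of compounds falling between control-based bounds plus 3 SD, cut at about 20% in these data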;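 further: 0% = DMSO wells while the 100% control is not disclosed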
ASAP1 inh – blocks human ASAP1-stimulated Arf1 GTP hydrolysis. GDP FP detection. inhibition, % at 16.5 µM. 360,000 tested, 0.19% active; in the data active means inhibition above about 25%;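 further: 0% = vehicle with enzyme and substrate and 100% = no enzyme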
SIAE primary – inhibitors of human sialic acid acetylesterase SIAE | SIAE FP-Rh probe binding, fluorescence polarization | inhibition, % at 9.66 µM | 370,000 tested, 0.69% active | AID 1053197;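 active means inhibition above a cutoff: mean of compounds within the control limits plus 3 SD of those, cut at about 17% in these data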;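 further: 0% = plate median of compound wells and 100% = probe without SIAE protein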
PLC-beta3 inh – PLC-beta3 (human) inhibition, primary screen. AID 720704. Q01970. inhibition, % at 12.2 µM. 370,000 tested, 0.18% active. Purified PLC-beta3, fluorogenic substrate, fluorescence; in the data active means inhibition above about 11%;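 further: 0% = median of compound wells on plate and 100% = full blocker control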
The depositor's hits bear a star.

SMILES	TDP2 inh	DDE Tn7 FP inh	PLC-gamma1 inh	ARFGAP1 inh	ADAM17 inh	DDE Tn6 FP inh	ADAM10 inh	ASAP1 inh	SIAE primary	PLC-beta3 inh
CCCN(C(=O)C1CSC2(C)CCC(=O)N12)c1c(N)n(Cc2ccccc2)c(=O)[nH]c1=O (configuration not stated)	13	-2	4	1	-2	7	-2	6	5	-3
CC(=O)n1cc(/C=N/NC(=O)c2sc(C)nc2C)c2ccccc21	-1	-1	-16	4	-4	4	2	2	-3	-25
Cc1cc(C)n(C(=O)CN2C(=O)c3ccccc3C2=O)n1	3	2	-1	1	-1	-3	4	-4	1	-3
O=C(Nc1sc2c(c1C(=O)O)CCC2)c1ccccc1Cl	4	0	-40	5	-2	-3	-4	-11	-7	-53
CCN1CCCC1CNC(=O)c1ccc2c(c1)NC(=O)/C(=C\c1ccccc1F)S2 (configuration not stated)	-1	-6	-36	3	-2	5	-5	-12	-10	-61
Cc1ccc(CN2C(=O)C(C)Oc3ccc(C)cc32)cc1 (configuration not stated)	4	0	0	-13	-4	0	0	7	2	-1
CC(=O)Nc1nc(-c2ccc(Cl)cc2)ns1	5	2	0	-4	1	-6	7	-4	-6	1
Cn1nc(C(C)(C)C)cc1C(=O)NN1CCOCC1	9	1	1	0	-4	-5	-13	-22	3	-8
O=C(NNC(=S)Nc1ccc(F)cc1)C1CC1c1ccc(Cl)cc1 (configuration not stated)	-3	2	3	-1	5	2	12	-2	3	-34
CS(=O)(=O)c1ccccc1C(=O)N1CCN(Cc2ccccc2)CC1	1	2	-2	-14	-4	-4	-5	11	-3	-2
CCc1ccc(C(=O)/C=C/c2cnn(C)c2C)s1	12	4	-31	10	-83	7	-320	8	2	-51
O=C(NCc1ccco1)/C(=C/c1ccc(C(F)(F)F)cc1)c1nc2ccccc2[nH]1	2	-7	-45	6	-37	3	-120	10	-3	-54
Nc1cc(=O)[nH]c(=O)n1CC1CC1	8	9	0	5	-5	-1	2	-2	0	-3
COc1ccc(-c2ccc(CN3C(C(C)C)C(=O)N(Cc4cn(CCC5OCCO5)nn4)CCS3(=O)=O)cc2)cc1 (configuration not stated)	11	8	0	8	1	1	9	-7	-3	0
COc1ccc(S(=O)(=O)NCCC(=O)NCc2cccs2)cc1	0	6	0	3	-4	4	-1	-8	5	-3
Cc1cccc(NC(=O)CCNC(=O)c2ccc(Br)cc2)c1	17	7	-1	4	-2	-3	2	0	0	-7
Cc1ccn(C(=O)c2ccc(NC(=O)C3CCCCC3)cc2)n1	2	6	5	0	-2	10	4	11	2	1
Cc1cccc2c1NC(=O)C2=O	5	-6	2	3	-5	1	-13	-2	16	-6
CCOc1ccc(CCNC(=O)CCC(=O)N2CCSc3ccccc32)cc1OCC	-4	-3	1	13	-1	-3	0	6	-4	2
CCCCc1nnc(NC(=O)CCS(=O)(=O)Cc2ccccc2)s1	10	1	-4	0	-6	-9	-3	-2	4	-10
Cc1c(-c2cccs2)[n+](=O)c2c(n1[O-])CCC2	-4	0	1	10	-1	3	-11	1	3	-2
CCOc1ccc(NC(=O)c2cccs2)c([N+](=O)[O-])c1	-7	2	-2	8	-5	-2	3	-1	-1	1
CC1Cc2ccccc2N1C(=O)COC(=O)Cn1cnc2ccccc2c1=O (configuration not stated)	8	8	-3	-9	-6	-2	-2	-7	5	-3
CCOC(=O)c1ccc(N2C(=O)C(O)=C(C(C)=O)C2c2ccc(O)c(OC)c2)cc1 (configuration not stated)	1	-2	1	-3	-1	-7	2	17	1	1
Cc1ccc(Nc2cc(C)nc3ccc(C)cc23)cc1	2	2	-3	5	-3	5	-7	10	-3	-11
CC(C)OCCCNC(=O)C(=O)NCCCOC(C)C	6	10	0	-3	0	-7	2	-5	-3	-1
Cc1cc(/C=N/n2cnnc2)c(C)n1-c1ccc(OCc2ccc(Cl)cc2)cc1	-5	12	-1	-13	6	2	8	-4	3	-7
O=C(c1ccc2ccccc2c1)N1CCN(c2ccccc2)CC1	-8	-8	3	-6	0	6	6	-4	11	-3
CNc1ncc(C(=O)c2ccc(F)cc2)s1	7	2	0	-4	1	-2	1	4	12	-1
Cc1ccccc1OCCC(=O)OCC(=O)N1c2ccccc2NC(=O)C1(C)C	3	4	-1	-7	0	-6	-5	-9	5	-8

An excerpt from above in order of molecular weight, largest number first:
SMILES	TDP2 inh	DDE Tn7 FP inh	PLC-gamma1 inh	ARFGAP1 inh	ADAM17 inh	DDE Tn6 FP inh	ADAM10 inh	ASAP1 inh	SIAE primary	PLC-beta3 inh
CCOc1ccc(CCNC(=O)CCC(=O)N2CCSc3ccccc32)cc1OCC	-4	-3	1	13	-1	-3	0	6	-4	2
Cc1ccn(C(=O)c2ccc(NC(=O)C3CCCCC3)cc2)n1	2	6	5	0	-2	10	4	11	2	1
Cc1c(-c2cccs2)[n+](=O)c2c(n1[O-])CCC2	-4	0	1	10	-1	3	-11	1	3	-2

14 entries from above in another layout:
Order of results – TDP2 inh, DDE Tn7 FP inh, PLC-gamma1 inh, ARFGAP1 inh, ADAM17 inh, DDE Tn6 FP inh, ADAM10 inh, ASAP1 inh, SIAE primary, PLC-beta3 inh
COc1ccc(S(=O)(=O)NCCC(=O)NCc2cccs2)cc1
→ 0, 6, 0, 3, -4, 4, -1, -8, 5, -3
Cc1cccc(NC(=O)CCNC(=O)c2ccc(Br)cc2)c1
→ 17, 7, -1, 4, -2, -3, 2, 0, 0, -7
Cc1ccn(C(=O)c2ccc(NC(=O)C3CCCCC3)cc2)n1
→ 2, 6, 5, 0, -2, 10, 4, 11, 2, 1
Cc1cccc2c1NC(=O)C2=O
→ 5, -6, 2, 3, -5, 1, -13, -2, 16, -6
CCOc1ccc(CCNC(=O)CCC(=O)N2CCSc3ccccc32)cc1OCC
→ -4, -3, 1, 13, -1, -3, 0, 6, -4, 2
CCCCc1nnc(NC(=O)CCS(=O)(=O)Cc2ccccc2)s1
→ 10, 1, -4, 0, -6, -9, -3, -2, 4, -10
Cc1c(-c2cccs2)[n+](=O)c2c(n1[O-])CCC2
→ -4, 0, 1, 10, -1, 3, -11, 1, 3, -2
CCOc1ccc(NC(=O)c2cccs2)c([N+](=O)[O-])c1
→ -7, 2, -2, 8, -5, -2, 3, -1, -1, 1
CC1Cc2ccccc2N1C(=O)COC(=O)Cn1cnc2ccccc2c1=O (configuration not stated)
→ 8, 8, -3, -9, -6, -2, -2, -7, 5, -3
CCOC(=O)c1ccc(N2C(=O)C(O)=C(C(C)=O)C2c2ccc(O)c(OC)c2)cc1 (configuration not stated)
→ 1, -2, 1, -3, -1, -7, 2, 17, 1, 1
Cc1ccc(Nc2cc(C)nc3ccc(C)cc23)cc1
→ 2, 2, -3, 5, -3, 5, -7, 10, -3, -11
CC(C)OCCCNC(=O)C(=O)NCCCOC(C)C
→ 6, 10, 0, -3, 0, -7, 2, -5, -3, -1
Cc1cc(/C=N/n2cnnc2)c(C)n1-c1ccc(OCc2ccc(Cl)cc2)cc1
→ -5, 12, -1, -13, 6, 2, 8, -4, 3, -7
O=C(c1ccc2ccccc2c1)N1CCN(c2ccccc2)CC1
→ -8, -8, 3, -6, 0, 6, 6, -4, 11, -3

(list continues)
SMILES	TDP2 inh	DDE Tn7 FP inh	PLC-gamma1 inh	ARFGAP1 inh	ADAM17 inh	DDE Tn6 FP inh	ADAM10 inh	ASAP1 inh	SIAE primary	PLC-beta3 inh
COc1ccc(C(=O)NC(=O)Nc2ncccc2C)cc1	11	-3	-1	-3	-3	-2	-3	-2	-3	0
Cc1c(C(=O)C(=O)N2CCN(Cc3ccc4c(c3)OCO4)CC2)c2ccccc2n1C	7	-4	4	5	2	-1	6	-18	-1	-3
CCOc1ccc(C(C(=O)NC(C)(C)C)N(CCOC)C(=O)CCC(=O)Nc2ccccn2)cc1 (configuration not stated)	3	0	-2	-1	-1	2	1	19	3	-7
CCCN(CC(=O)Nc1ccccc1OC)C(=O)Cn1[nH]c(=O)c2ccccc2c1=O	-8	0	0	-7	-1	-15	-17	0	-6	-11
O=S(=O)(NCC1CCCO1)c1cc(Cl)ccc1Br (configuration not stated)	4	3	0	3	-8	-7	2	-1	4	0
O=C(CSc1nc2c(sc3ccccc32)c(=O)n1CCCN1CCOCC1)NCC1CCCO1 (configuration not stated)	-5	2	5	-14	-5	0	0	-4	1	1
O=C(N/N=C/c1cccs1)[C@H]1C[C@@H]1c1ccccc1	-6	6	-4	-16	-1	3	6	-8	-3	-6
O=C(NCc1ccncc1)c1ccccc1Nc1ccc(SC(F)F)cc1	2	1	-13	2	2	-2	10	28*	-2	-31
N=c1n(Cc2ccc(Cl)cc2)c2ccccc2n1CC(O)c1ccco1 (configuration not stated)	0	-5	2	3	-3	0	0	-2	0	2
CC(C)(C)C(=O)[C@@H]1[C@@H]2C(=O)N(C3CCCCC3)C(=O)[C@@H]2[C@H]2c3ccccc3C=CN12	-4	6	-27	-2	-5	7	-10	2	-1	-37
COc1cc(NC(=O)C2CCCO2)c(OC)cc1Cl (configuration not stated)	4	-2	1	-4	-3	-6	2	5	4	3
Cc1ccc(S(=O)(=O)N2CCC(C(=O)OC(C)C(=O)NC3CCCCC3C)CC2)cc1C (configuration not stated)	-10	-3	3	-13	-1	3	2	-4	3	-1
O=C1C(Cl)=C(N2CCCCC2)C(=O)N1c1ccccc1	-2	-1	-3	-8	-2	6	-5	-7	-3	-2
CC(C)c1ccc(C2(C)NC(=O)N(CC(=O)N3CCN(C(=O)c4cccs4)CC3)C2=O)cc1 (configuration not stated)	2	4	1	-8	0	1	-4	-4	-3	-1
CCOC(=O)N1CCN(c2cc(=O)n(-c3ccccc3C)c(=O)[nH]2)CC1	-7	-2	0	-7	2	-1	5	-6	-5	3
Cc1occc1C(=O)NC1CCCCCCC1	4	7	0	17	-4	4	7	6	1	-1
CCn1c(=O)c(C(=O)Nc2cccnc2)c(O)c2ccccc21	-16	-2	3	13	0	-5	9	-11	-4	2
CC(C)(C)OC(=O)N1CCC[C@H]1c1nnc(SCc2ccccc2Cl)o1	2	3	6	-4	2	4	9	-1	10	4
